Compound activity from PubChem BioAssay.
mIAP activ: activators of mouse IAP, primary screen, biochemical, luminescence, uHTS; muIAP, CDP-Star luminescence, 30 min; active compounds read high; 1 = vehicle-only enzyme signal, 0 = enzyme-free wells; activation factor at 10 µM; 330,000 tested, 0.24% active;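 active = activation factor of at least 2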; note: the source names both 10 and 20 µM as test concentration; values of inactives mirror those of a sister screen read the other way
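System: Mouse IAP enzyme | Also added: CDP-Star substrate | Dosing: Compounds dispensed in DMSO | Schedule: 30 min enzyme-substrate-compound incubation at room temperature | Technique: Chemiluminescence readout | Control set: DMSO-only wells and no-enzyme negative control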
APOBEC3A inh: APOBEC3A ssDNA deaminase inhibitors, primary screen, selectivity assay for APOBEC3G inhibitor project, biochemical, FAM/TAMRA oligo cleavage fluorescence; DNA dC->dU-editing enzyme APOBEC-3A (Homo sapiens), P31941; recombinant A3A, FAM/TAMRA ssDNA deamination fluorescence; inhibition, % at 20 µM; 330,000 tested, 0.41% active;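 active = at least 40% inhibition at 20 µM here, with at most 30% in a related deaminase screen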;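 note: plate controls were A3A with DMSO for no effect and wells lacking A3A enzyme for full effect; some results filed as inactive read as strong as hits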
Target sequence (P31941 whole entry, looked up): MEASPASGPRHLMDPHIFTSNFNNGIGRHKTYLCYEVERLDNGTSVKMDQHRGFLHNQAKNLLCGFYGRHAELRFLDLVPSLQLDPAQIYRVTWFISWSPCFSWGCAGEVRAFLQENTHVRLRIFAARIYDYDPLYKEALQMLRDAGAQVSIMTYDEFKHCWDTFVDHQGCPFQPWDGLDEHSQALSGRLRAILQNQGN
mIAP block: inhibitors of mouse IAP, primary screen, biochemical, luminescence, uHTS; AID 2806, 2010; purified mouse IAP, CDP-Star luminescence, 30 min; inhibition, % at 10 µM; intestinal alkaline phosphatase [Mus musculus]; 330,000 tested, 0.2% active;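 active = inhibition of at least 40% at 10 µM in the primary screen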;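 note: plate controls were DMSO with enzyme for no effect and no enzyme wells for full effect; values of inactives mirror those of a sister screen read the other way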
PfGluPho inh: PfG6PD enzyme inhibitors, primary screen, biochemical, fluorescence intensity, uHTS; 350,000 tested, 0.78% active; AID 504690, 2011; inhibition, % at 20 µM; glucose-6-phosphate dehydrogenase-6-phosphogluconolactonase (Plasmodium falciparum 3D7); PfGluPho enzyme, NADPH resazurin-diaphorase fluorescence;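 active = inhibition reaching at least a set limit at 20 µM in the primary screen, cut at about 59% in these data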;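 note: 0% = DMSO wells with substrate and 100% = DMSO wells lacking glucose-6-phosphate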
HKDC1 inh: HKDC1 hexokinase inhibitors, primary screen, biochemical, fluorescence, uHTS. recombinant HKDC1, G6PDH/diaphorase resazurin coupled fluorescence. 340,000 tested, 0.16% active. inhibition, % at 20 µM. Q2TB90;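 active = inhibition above about 35% when tested at 20 µM, limit read from the data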;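 note: plate controls were DMSO wells with enzyme for no effect and DMSO wells lacking enzyme for full effect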
Target sequence (Q2TB90 whole entry, looked up): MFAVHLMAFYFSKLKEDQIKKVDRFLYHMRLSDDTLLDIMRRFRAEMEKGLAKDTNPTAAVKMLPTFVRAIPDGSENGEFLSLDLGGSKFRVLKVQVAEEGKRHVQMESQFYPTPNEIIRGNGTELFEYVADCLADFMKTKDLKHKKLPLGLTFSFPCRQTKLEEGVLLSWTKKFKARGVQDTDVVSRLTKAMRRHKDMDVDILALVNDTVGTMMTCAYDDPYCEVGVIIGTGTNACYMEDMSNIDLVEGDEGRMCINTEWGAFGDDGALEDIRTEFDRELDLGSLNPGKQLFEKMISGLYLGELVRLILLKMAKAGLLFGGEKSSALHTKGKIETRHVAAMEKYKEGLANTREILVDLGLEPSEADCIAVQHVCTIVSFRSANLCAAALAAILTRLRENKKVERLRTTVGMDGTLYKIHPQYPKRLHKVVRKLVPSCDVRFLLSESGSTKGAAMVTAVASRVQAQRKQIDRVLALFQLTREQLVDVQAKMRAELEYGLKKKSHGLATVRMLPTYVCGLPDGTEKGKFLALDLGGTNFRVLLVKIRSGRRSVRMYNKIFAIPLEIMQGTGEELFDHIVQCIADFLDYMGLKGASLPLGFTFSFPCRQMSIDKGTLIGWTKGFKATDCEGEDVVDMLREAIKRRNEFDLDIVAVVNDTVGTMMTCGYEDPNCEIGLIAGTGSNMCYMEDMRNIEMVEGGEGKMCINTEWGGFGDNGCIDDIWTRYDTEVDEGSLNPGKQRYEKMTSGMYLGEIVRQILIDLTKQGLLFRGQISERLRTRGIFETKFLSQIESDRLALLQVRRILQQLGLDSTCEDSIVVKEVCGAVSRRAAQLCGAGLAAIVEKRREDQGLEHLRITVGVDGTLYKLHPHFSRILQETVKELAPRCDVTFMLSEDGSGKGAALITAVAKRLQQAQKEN
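Test system: Recombinant HKDC1 (HK5) hexokinase enzyme, produced in-house | Input: HKDC1 at 5 µg/mL | Buffer or medium: Tris pH 8.0 buffer with MgCl2, Tween-20, BSA, BME | Schedule: 90 min reaction incubation at room temperature, dark | Technique: Resazurin-to-resorufin fluorescence via G6PDH and diaphorase coupling, 525/613 nm | Controls: DMSO wells with and without enzyme mix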
hIAP activ: human IAP activators, primary screen, biochemical, luminescence, uHTS; purified human IAP, CDP-Star luminescence, 30 min; active compounds read high; 1 = vehicle-only enzyme, 0 = enzyme-free background; activation factor at 10 µM; 330,000 tested, 0.16% active; AID 2524, 2010;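 active = activation factor of the enzyme at least 2-fold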; note: the source names both 10 and 20 µM as test concentration; values of inactives mirror those of a sister screen read the other way
hIAP inh: human IAP inhibitors, primary screen, biochemical, luminescence, uHTS; purified IAP, CDP-Star luminescence, 30 min; inhibition, % at 10 µM; 330,000 tested, 0.12% active; AID 2544, 2010;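 active = inhibition reaching a set limit with compound at 10 µM in the primary screen, cut at about 35% in these data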;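 note: plate controls were DMSO wells with enzyme for no effect and no-enzyme buffer wells for full effect; values of inactives mirror those of a sister screen read the other way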
ATG4B inh: ATG4B protease inhibitors, primary screen, biochemical, fluorescence, uHTS. Cysteine protease ATG4B (Homo sapiens), Q9Y4P1. ATG4B cleavage of LC3-PLA2, NBD-HPC fluorescence, 1 h. inhibition, % at 8.33 µM. 340,000 tested, 0.51% active. AID 504462, 2011; in the data active = inhibition above about 40%
Numbers without * were called inactive. The order is random. About 2.4% of those tested had a hit in this group.

SMILES	mIAP activ	APOBEC3A inh	mIAP block	PfGluPho inh	HKDC1 inh	hIAP activ	hIAP inh	ATG4B inh
COc1ccc(C(c2nnnn2CCc2ccccc2)N2CCN(C3CCCC3)CC2)cc1OC (stereo not given)	1	-1	0	-9	-2	0.98	2	1
CCCCOC(=O)CSC1=C(C#N)C(c2cccnc2)C(C(=O)OCC)=C(c2ccccc2)N1 (stereo not given)	0.96	-3	4	-17	1	1.1	-6	-1
Cc1ccc(-c2nc(CS(=O)(=O)CC(=O)NCc3ccc4c(c3)OCO4)c(C)o2)cc1	1	-2	-2	-1	1	1.3	-28	-13
N#C/C(C(=O)N1CCCCC1)=C1/N=C(NC(=O)c2ccc(F)cc2)c2ccccc21	0.9	-4	10	0	-2	1.3	-31	2
Cc1sc(NC(=O)c2ccco2)c(C(c2cccnc2)N2CCN(CCO)CC2)c1C (stereo not given)	1	2	-2	-21	-5	0.96	4	-3
CCCc1nc2sc3c(c2c(=O)n1NC(=O)CCCl)CCCC3	1	4	0	-21	8	1	-4	10
CC(=O)C1=C(O)CCC1=NCCc1ccccc1	0.97	1	3	9	-1	0.95	5	-5
O=C(NC(=S)NC1CC1)c1cccnc1	1	-3	-2	-6	-5	1.1	-7	-1
Cc1nc(N)nc(N)c1CCCc1ccc(Cl)c(Cl)c1	1.1	-2	-9	-2	2	0.77	23	3
Cc1nn(C)c(C)c1S(=O)(=O)N(CC(=O)NCCN1CCOCC1)c1ccc(C(C)C)cc1	0.93	-2	8	-3	-2	0.84	16	-12
COc1ccc(C)cc1N1CC(C(=O)Nc2ccccc2C(=O)NC2CC2)CC1=O (stereo not given)	1	27	-3	0	-4	0.83	17	3
Cc1nc(C(=O)Nc2ccccc2Cl)cc2c1[nH]c1ccccc12	0.98	-1	2	12	3	0.95	5	-13
COc1ccc(/C=C(\NC(=O)c2ccccc2)C(=O)NCCN2CCOCC2)cc1	1	-8	-2	5	1	1.1	-13	-4
CCOc1ccccc1NC(=O)CSc1nnc(Cc2cccn2C)n1-c1ccc(F)cc1	1.1	-3	-11	9	-1	1	0	-4
Cc1ccc(SCCC(=O)N/N=C/c2cccnc2)cc1	1	-4	-3	74*	9	1	-1	-7
O=C(CCCOC(=O)c1cccnc1Cl)c1ccc(Br)cc1	0.86	2	14	8	1	0.94	6	-7
CCOc1ccccc1C(=S)NC1CCCCC1	0.94	-7	6	9	-3	0.98	2	-14
CC(C)=CCc1c(O)ccc(C(=O)Cc2ccccc2)c1O	0.97	-6	3	0	1	1.1	-9	-9
COC(=O)c1ccccc1-c1ccc(C(c2c(C)[nH][nH]c2=O)c2c(C)[nH][nH]c2=O)o1	0.91	1	9	36	-1	1.2	-25	-10
CC1CCCCN1C(=O)Cn1c(=O)n(CCC(=O)NCc2ccco2)c(=O)c2sccc21 (stereo not given)	0.9	-3	10	8	-10	1.1	-8	-3
CC1(C)CC(=O)C(N=Nc2cccc(F)c2C#N)=C(O)C1	0.96	0	4	10	1	0.82	18	0
O=c1c2cn[nH]c2nc(SCc2cc(=O)n3cc(Br)ccc3n2)n1-c1ccc(Br)cc1	1.1	5	-6	-4	2	1.2	-25	-7
Cc1ccc(NC(=O)c2cccnc2C(=O)O)nc1	0.95	-2	5	-13	0	0.96	4	12
O=C(O)CCC(=O)CCC(=O)c1ccc(Cl)cc1	0.99	0	1	2	-11	0.99	1	-7
CCCc1cc(=O)[nH]c(SCC)n1	1	4	-3	7	1	1	-3	3

Pulled by compound from the entries so far, 4 records:
SMILES	mIAP activ	APOBEC3A inh	mIAP block	PfGluPho inh	HKDC1 inh	hIAP activ	hIAP inh	ATG4B inh
Cc1nc(C(=O)Nc2ccccc2Cl)cc2c1[nH]c1ccccc12	0.98	-1	2	12	3	0.95	5	-13
O=c1c2cn[nH]c2nc(SCc2cc(=O)n3cc(Br)ccc3n2)n1-c1ccc(Br)cc1	1.1	5	-6	-4	2	1.2	-25	-7
Cc1nc(N)nc(N)c1CCCc1ccc(Cl)c(Cl)c1	1.1	-2	-9	-2	2	0.77	23	3
N#C/C(C(=O)N1CCCCC1)=C1/N=C(NC(=O)c2ccc(F)cc2)c2ccccc21	0.9	-4	10	0	-2	1.3	-31	2

(more compounds)
SMILES	mIAP activ	APOBEC3A inh	mIAP block	PfGluPho inh	HKDC1 inh	hIAP activ	hIAP inh	ATG4B inh
Cc1ccc(N2C(=O)NC(NC(=O)C(C)(C)C)(C(F)(F)F)C2=O)cc1C (stereo not given)	0.95	0	5	6	-1	0.99	1	-1
CCOC(=O)C1CCCN(C(=O)COc2ccccc2O)C1 (stereo not given)	0.97	4	3	10	-6	1.1	-11	4
COc1ccc(S(=O)(=O)N2CCC(C(=O)Nc3nnc(C)s3)CC2)cc1OC	1.1	-2	-6	-6	-2	0.97	2	0
CNC(=S)N(Cc1ccc2c(c1)OCO2)C1CC(=O)N(c2ccccc2)C1=O (stereo not given)	1.1	1	-6	21	-4	1.1	-12	-12
Cc1c(CN2CCCC(C(=O)Nc3cccc(-n4cccn4)c3)C2)cnn1C (stereo not given)	1.1	4	-15	26	-5	1.2	-18	-6
S=C(Nc1ccc2c(c1)OCO2)N1CCN(Cc2ccco2)CC1	0.98	0	2	6	-8	1.1	-6	2
O=C(Nc1ccccc1N1CCCC1)C1CCN(S(=O)(=O)c2ccccc2C(F)(F)F)CC1	1	-2	0	16	-2	1	-4	4
CC12CCC(C[N+](C)(C)C1)C2(C)C (stereo not given)	1	65*	0	1	-2	1.1	-15	-4
CC(NC(=O)CCNC(=O)N1CCn2c1nc1ccccc12)c1ccccc1 (stereo not given)	0.93	-3	7	7	2	1.4	-43	-6
CCOC(=O)c1ccc(NC(=O)C2CCN(S(=O)(=O)CC)CC2)cc1	1	3	-5	-9	-1	0.91	9	-4
CCOC(=O)C1CCCN(C(=O)Cn2nc(Cc3cccnc3)c3ccccc3c2=O)C1 (stereo not given)	0.95	-8	5	21	-7	1	-3	-15
CC(=O)Nc1nc(Cn2nnc(-c3ccc4c(c3)OCO4)n2)nc(N(C)C)n1	1	1	-4	-1	-3	0.95	5	-8
Cc1cc(F)ccc1S(=O)(=O)Nc1ccccc1C(=O)NCc1ccccn1	1	-1	-3	-3	-5	0.98	2	0
O=C(O)c1nccnc1C(=O)Nc1ccc(Cl)cn1	1.1	2	-6	-13	0	1.1	-6	0
CCn1ccnc1CN(C)C(=O)c1ccc(OC2CCN(CCc3ccccc3)CC2)cc1	0.98	-3	2	-8	-8	1.1	-8	-4
COC(=O)c1ccc(NC(=O)c2cc(-c3ccccn3)nc3ccccc23)cc1	1.1	7	-5	-3	-3	0.94	6	0
O=C1N[C@@H](Cc2ccccc2)C(=O)N2[C@@H]3N(S(=O)(=O)c4ccc(F)cc4)c4ccccc4[C@]3(Br)C[C@@H]12	0.96	1	4	14	6	1.2	-19	-14
CCOc1ccc(C(=O)Nc2cc3c(cc2N2CCCC2)n(CC)c(=O)n3CC)cc1OCC	1	-6	-4	33	6	1.2	-22	-4
O=C(O)CN1CCN(Cc2ccccc2F)C1=O	1.2	-3	-16	-9	-10	1.2	-20	-5
O=C(N1CCCCCC1)N1CCN(S(=O)(=O)c2ccccc2)CC1	1	5	-2	-7	-6	1.3	-28	1
CC1CCN(C(=O)C(C)NCc2ccc(F)cc2)CC1 (stereo not given)	0.97	-1	2	-3	-3	1.1	-6	6
CC(NC(=O)c1ccccc1Cl)c1nnc(SCC(=O)Nc2ccc(C(=O)O)cc2)n1C (stereo not given)	1	-6	-1	1	-2	1.1	-7	1
COc1ccc(-c2noc(CCC(=O)O)n2)cc1	0.98	1	2	-1	-5	0.99	1	0
CC(C)N(CCc1ccncc1)C(=O)Nc1ccc(F)cc1	1	-3	0	-5	-6	0.96	4	1
O=C(C1CCC1)N1CCc2cc(S(=O)(=O)NCCCN3CCCCC3)ccc21	0.97	3	3	2	-8	1.1	-10	-11
(continued)
SMILES	mIAP activ	APOBEC3A inh	mIAP block	PfGluPho inh	HKDC1 inh	hIAP activ	hIAP inh	ATG4B inh
CCC(=O)NC1(Cc2ccc(O)cc2)CCCCC1	1	-3	-4	9	-12	0.89	11	-1
CSC(=NS(=O)(=O)c1ccccc1)SC	1.1	2	-6	6	-1	1	-2	-2
Cc1ccc(C(=O)COC(=O)CCC(=O)NC2CCCCC2)cc1C	1	-3	-1	0	-2	1.1	-13	-4
CCOc1cccc2sc(NC(=O)c3ccc(Br)s3)nc12	0.95	-2	5	3	0	0.84	16	3
C=CCN1C(=O)C2(/C(=C(\O)c3ccc4c(c3)OCCO4)C(=O)C(=O)N2CCCOC)c2ccccc21 (stereo not given)	1	-4	-2	-13	1	1	0	8
CCN(C[C@H]1N[C@@](C)(C(=O)OC)[C@H]2C(=O)N(Cc3ccccc3)C(=O)[C@@H]12)C(=O)Nc1ccc(Cl)cc1	0.89	-1	11	11	0	1	-1	-9
O=C(CN1CCN(Cc2ccccc2Cl)CC1)N/N=C/C=C/c1ccco1	0.91	-3	9	-1	4	0.99	1	-2
Cc1ccc(NC(=O)COC(=O)[C@H](C)NC(=O)c2ccccc2)cc1S(=O)(=O)N1CCOCC1	1	-2	0	5	-7	1	-1	-10
Cc1cc(CCC(=O)O)c(C)cc1CCC(=O)O	0.94	-2	6	-11	-9	0.99	1	-5
CC(C)c1ccc(C(=O)NCc2ccc(Cl)cc2)cc1	1	-2	-5	-5	-2	0.87	13	-11
Cc1onc(-c2ccccc2)c1C(=O)Nc1nncs1	1	-2	-2	-20	-8	0.97	3	1
O=C(NCCc1ccccc1)C1=COCCO1	0.94	-3	6	-11	0	1	-3	-9
Clc1ccc(-c2nnsc2SCc2ccccc2)cc1	0.9	-1	10	-6	0	1	-4	0
OCC[C@H]1C[C@H](O)[C@@H](O)[C@@]2(Cc3ccccc3CCO2)O1	1.1	-4	-10	-16	-2	1.1	-10	-4
Cn1nc(C(F)(F)F)c(-c2ccc(F)cc2)c1NC(=O)c1ccco1	1	-3	-2	8	-4	0.84	16	-9
CC(C)(C)n1ncc2c(=O)n(CC(=O)c3ccccc3)cnc21	0.98	-4	2	-9	3	1	-2	3
CCCCOC(=O)c1sc2nc(N3CCOCC3)c3c(c2c1N)CC(C)(C)OC3	1.1	1	-14	-9	-7	1.1	-5	-8
Cc1ccc(NC(=O)CCN2C(=O)NC3(CCCC3)C2=O)c(C)c1	0.97	2	3	-5	-4	1	-2	8
COc1ccc(OCC(O)CNC(=O)c2ccccc2)cc1 (stereo not given)	1.1	-6	-14	-6	-6	1.2	-20	1
Cc1nn(CC(=O)NC2CCS(=O)(=O)C2)c(C)c1S(=O)(=O)N(C)C (stereo not given)	0.9	2	10	-9	-6	1.1	-10	6
COc1ccc(C(O)P(=O)(OCCC(C)C)c2ccc(N(C)C)cc2)cc1 (stereo not given)	0.96	-4	4	-13	0	1.2	-17	-1
CCn1c(CCC(=O)O)nc2cc(S(=O)(=O)N(C)C)ccc21	0.96	-1	4	-15	8	1	-5	2
C/C(=N\NC(=O)c1c(C)nc2ccccn12)c1ccc(N2CCOCC2)cc1	0.95	-1	4	-4	-7	1	-2	-1
N#Cc1nc(-c2ccccc2)oc1N1CCN(C(=O)c2ccco2)CC1	1.1	-1	-7	-12	5	0.88	12	-1
